T_cruzi_intra – inhibitors of intracellular Trypanosoma cruzi; intracellular Trypanosoma cruzi in host cells, plate reader; activity score (inhibition), % at 5.01 µM; actives 4.9% (n = 22,000); AID 651903; in the data active = activity score above about 55%;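 note: parasites and compound incubated about four days before reading; 0% = median of neutral control wells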
INS-1E_ATP_HTS – rescue of cytokine-induced death in INS-1E beta cells | INS-1E cytokine-induced death, ATP luminescence, 48 h; normalised: neutral wells 0, positive control 100 | protection from cytokine-induced ATP loss, % at 10 µM | actives 0.1% (n = 20,000) | AID 488910;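 active = mean replicate protection from cytokine-induced ATP loss at least 50% and at least 75% of replicates each reaching 50%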
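Assay system – rat INS-1E insulinoma cell line · Quantity – 8000 cells per well · Buffer or medium – RPMI without phenol red, 5% FBS · Schedule – 48 h co-treatment, 10 min post-lysis read · Technique – luminescent ATP assay (CellTiter-Glo)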
The depositor's hits bear a star; . = not tested or not shown. The list is partial (hit frequency here may not be typical).

SMILES T_cruzi_intra INS-1E_ATP_HTS
C[C@@H]1CCCCO[C@H](CN(C)C(=O)CCCN(C)C)[C@@H](C)CN([C@H](C)CO)C(=O)c2cc(NS(=O)(=O)c3ccc(Cl)cc3)ccc2O1 10 0
C[C@@H]1CCCCO[C@@H](CN(C)C(=O)C2CCCCC2)[C@@H](C)CN([C@H](C)CO)C(=O)c2cc(NC(=O)Cc3ccccc3)ccc2O1 26 -1
O=C(N/N=C/c1ccc2c(c1)CCO2)c1ccccc1O -6 -30
Cc1ccc(S(=O)(=O)N(C)C[C@H]2Oc3ccc(N(C)C)cc3CC(=O)N([C@@H](C)CO)C[C@H]2C)cc1 -4 7
C[C@H](CO)N1C[C@H](C)[C@H](CN(C)Cc2ccc(Oc3ccccc3)cc2)Oc2ccc(NS(=O)(=O)c3ccccc3)cc2CC1=O 36 -32
C[C@@H]1CN([C@H](C)CO)C(=O)c2cccc(NS(C)(=O)=O)c2O[C@H]1CN(C)C(=O)Nc1ccccc1 -15 3
C[C@@H]1CN([C@@H](C)CO)C(=O)c2cccc(NS(C)(=O)=O)c2O[C@@H]1CN(C)Cc1ccc(Cl)c(Cl)c1 -5 -9
C[C@H]1CN([C@@H](C)CO)C(=O)Cc2cc(NC(=O)Nc3ccccc3)ccc2O[C@H]1CN(C)Cc1ccc(C(=O)O)cc1 -4 -4
C[C@@H]1CCCCO[C@@H](CN(C)C(=O)c2ccccc2)[C@@H](C)CN([C@H](C)CO)C(=O)c2cc(N(C)C)ccc2O1 -2 2
C[C@@H]1CN([C@@H](C)CO)C(=O)c2cccc(NC(=O)Nc3ccc(C(F)(F)F)cc3)c2O[C@@H]1CN(C)Cc1ccc(Oc2ccccc2)cc1 87* -92
COc1ccc(S(=O)(=O)N(C)C[C@@H]2Oc3ccc(NS(=O)(=O)c4ccccc4)cc3C(=O)N([C@@H](C)CO)C[C@@H]2C)cc1 6 -8
COc1ccc(NC(=O)Nc2cccc3c2O[C@H](CN(C)Cc2ccncc2)[C@@H](C)CN([C@@H](C)CO)C3=O)cc1 3 2
COc1ccc(S(=O)(=O)N(C)C[C@@H]2Oc3c(NC(=O)Nc4ccc5c(c4)OCO5)cccc3C(=O)N([C@H](C)CO)C[C@@H]2C)cc1 -4 -6
C[C@@H]1CN([C@@H](C)CO)C(=O)c2cccc(NC(=O)c3cnccn3)c2O[C@H]1CN(C)CC1CC1 43 -1
C[C@H]1CN([C@@H](C)CO)C(=O)c2cc(NC(=O)Cn3cnnn3)ccc2O[C@H]1CN(C)S(=O)(=O)c1ccc(Cl)cc1 11 1
C[C@@H]1CN([C@H](C)CO)C(=O)Cc2cc(NS(=O)(=O)c3ccccc3)ccc2O[C@@H]1CN(C)Cc1ccc(C(F)(F)F)cc1 59* -28
C[C@@H]1CN([C@H](C)CO)C(=O)c2cccc(NC(=O)c3ccncc3)c2O[C@@H]1CN(C)Cc1ccc(Cl)c(Cl)c1 76* -7
C[C@H](CO)N1C[C@H](C)[C@H](CN(C)C(=O)Nc2cccc3ccccc23)Oc2ncc(-c3cc4ccccc4o3)cc2C1=O 71* .
C[C@H]1CN([C@@H](C)CO)C(=O)c2cccc(NC(=O)C3CCCCC3)c2O[C@H]1CN(C)S(=O)(=O)c1cccs1 28 -2
C[C@H](CO)N1C[C@H](C)[C@@H](CN(C)S(=O)(=O)c2cccc(C#N)c2)OCc2cnnn2CCCC1=O -13 .
C[C@@H]1CN([C@H](C)CO)C(=O)c2cc(NS(=O)(=O)c3ccccc3)ccc2O[C@H]1CN(C)Cc1ccc(-c2ccccc2)cc1 -5 .
C[C@@H]1CN([C@H](C)CO)C(=O)c2cc(NS(=O)(=O)c3ccc(F)cc3)ccc2O[C@@H]1CN(C)S(C)(=O)=O -17 6
Cc1noc(C)c1NC(=O)Nc1ccc2c(c1)CC(=O)N([C@@H](C)CO)C[C@H](C)[C@@H](CN(C)C(=O)Nc1cccc3ccccc13)O2 -11 4
C[C@H]1CN([C@@H](C)CO)C(=O)Cc2cc(NC(=O)Nc3ccc(C(F)(F)F)cc3)ccc2O[C@H]1CN(C)C(=O)NC1CCCCC1 -11 -6
C[C@@H]1CN([C@@H](C)CO)C(=O)c2cc(NC(=O)Nc3ccc(F)cc3)ccc2O[C@H]1CN(C)Cc1ccc(Cl)c(Cl)c1 -5 -41
C[C@@H]1CN([C@H](C)CO)C(=O)c2cc(NC(=O)C3CC3)ccc2O[C@@H]1CN(C)C(=O)NC1CCCCC1 -17 4
C[C@H]1CN([C@@H](C)CO)C(=O)Cc2cc(N(C)C)ccc2O[C@H]1CN(C)Cc1ccccc1 2 -1
C[C@H](CO)N1C[C@H](C)[C@@H](CN(C)Cc2ccc(C(F)(F)F)cc2)Oc2ccc(NC(=O)Cc3cn(C)c4ccccc34)cc2C1=O 34 -13
C[C@H]1CN([C@@H](C)CO)C(=O)Cc2cc(NC(=O)C3CC3)ccc2O[C@H]1CN(C)Cc1ccc2c(c1)OCO2 -5 -3
Cc1noc(C)c1NC(=O)Nc1ccc2c(c1)C(=O)N([C@H](C)CO)C[C@H](C)[C@@H](CN(C)S(=O)(=O)c1cn(C)cn1)OCCCC[C@@H](C)O2 -5 1

Some of these compounds in order of molar mass, low to high:
SMILES T_cruzi_intra INS-1E_ATP_HTS
C[C@H]1CN([C@@H](C)CO)C(=O)Cc2cc(N(C)C)ccc2O[C@H]1CN(C)Cc1ccccc1 2 -1
C[C@@H]1CN([C@H](C)CO)C(=O)c2cc(NC(=O)C3CC3)ccc2O[C@@H]1CN(C)C(=O)NC1CCCCC1 -17 4
C[C@H]1CN([C@@H](C)CO)C(=O)Cc2cc(NC(=O)C3CC3)ccc2O[C@H]1CN(C)Cc1ccc2c(c1)OCO2 -5 -3
C[C@@H]1CN([C@H](C)CO)C(=O)c2cc(NS(=O)(=O)c3ccc(F)cc3)ccc2O[C@@H]1CN(C)S(C)(=O)=O -17 6
C[C@H]1CN([C@@H](C)CO)C(=O)c2cccc(NC(=O)C3CCCCC3)c2O[C@H]1CN(C)S(=O)(=O)c1cccs1 28 -2
C[C@@H]1CN([C@H](C)CO)C(=O)c2cccc(NC(=O)c3ccncc3)c2O[C@@H]1CN(C)Cc1ccc(Cl)c(Cl)c1 76* -7
C[C@@H]1CN([C@@H](C)CO)C(=O)c2cc(NC(=O)Nc3ccc(F)cc3)ccc2O[C@H]1CN(C)Cc1ccc(Cl)c(Cl)c1 -5 -41
C[C@@H]1CN([C@H](C)CO)C(=O)c2cc(NS(=O)(=O)c3ccccc3)ccc2O[C@H]1CN(C)Cc1ccc(-c2ccccc2)cc1 -5 .
Cc1noc(C)c1NC(=O)Nc1ccc2c(c1)CC(=O)N([C@@H](C)CO)C[C@H](C)[C@@H](CN(C)C(=O)Nc1cccc3ccccc13)O2 -11 4
C[C@H]1CN([C@@H](C)CO)C(=O)Cc2cc(NC(=O)Nc3ccc(C(F)(F)F)cc3)ccc2O[C@H]1CN(C)C(=O)NC1CCCCC1 -11 -6

(list continues)
SMILES T_cruzi_intra INS-1E_ATP_HTS
Cc1ccc(S(=O)(=O)Nc2ccc3c(c2)CC(=O)N([C@@H](C)CO)C[C@H](C)[C@H](CN(C)Cc2ccccc2)O3)cc1 12 12
COc1ccc(NC(=O)N(C)C[C@H]2OCCCC[C@@H](C)Oc3ccc(NC(=O)NC(C)C)cc3C(=O)N([C@H](C)CO)C[C@@H]2C)cc1 3 -2
COc1ccc(NC(=O)N(C)C[C@@H]2Oc3c(NC(=O)Nc4c(C)noc4C)cccc3C(=O)N([C@H](C)CO)C[C@@H]2C)cc1 5 13
C[C@@H]1CCCCO[C@@H](CN(C)S(=O)(=O)c2ccc(F)cc2)[C@@H](C)CN([C@H](C)CO)C(=O)c2cc(NC(=O)CCC(F)(F)F)ccc2O1 1 -4
C[C@H](CO)N1C[C@H](C)[C@@H](CN(C)Cc2ccc(Oc3ccccc3)cc2)Oc2ccc(NC(=O)Nc3ccc4c(c3)OCO4)cc2C1=O 6 -23
C[C@H]1CN([C@@H](C)CO)C(=O)c2cc(NS(=O)(=O)c3cn(C)cn3)ccc2O[C@H]1CN(C)S(=O)(=O)c1ccc(Cl)cc1 -2 2
C[C@H]1CN([C@@H](C)CO)C(=O)c2cc(NC(=O)Cn3cnnn3)ccc2O[C@@H]1CN(C)C(=O)Nc1ccccc1 5 2
C[C@H]1CN([C@@H](C)CO)C(=O)Cc2cc(NC(=O)CCC(F)(F)F)ccc2O[C@H]1CN(C)Cc1ccc(C(=O)O)cc1 -28 8
Cc1noc(C)c1NC(=O)N(C)C[C@@H]1Oc2c(NS(=O)(=O)c3cn(C)cn3)cccc2C(=O)N([C@H](C)CO)C[C@@H]1C -25 14
COc1ccc(S(=O)(=O)Nc2cccc3c2O[C@H](CN(C)C(=O)NC(C)C)[C@H](C)CN([C@H](C)CO)C3=O)cc1 -4 11
C[C@@H]1CN([C@H](C)CO)C(=O)c2cc(N(C)C)ccc2O[C@@H]1CN(C)C(=O)Nc1ccccc1 6 6
C[C@H]1CN([C@@H](C)CO)C(=O)c2cc(NC(=O)Nc3ccc4c(c3)OCO4)ccc2O[C@H]1CN(C)Cc1ccc2c(c1)OCO2 15 -3
C[C@H](CO)N1C[C@H](C)[C@@H](CN(C)Cc2ccc(-c3ccccc3)cc2)Oc2ccc(NS(=O)(=O)c3cn(C)cn3)cc2C1=O 11 -7
C[C@@H]1CN([C@H](C)CO)C(=O)Cc2cc(NC(=O)Nc3ccc(C(F)(F)F)cc3)ccc2O[C@@H]1CN(C)CC1CCCCC1 62* -73
COc1ccc(NC(=O)N(C)C[C@H]2Oc3ccc(NS(=O)(=O)c4ccc(OC)cc4)cc3CC(=O)N([C@@H](C)CO)C[C@H]2C)cc1 -5 -1
C[C@H](CO)N1C[C@H](C)[C@@H](CN(C)Cc2ccc(Oc3ccccc3)cc2)Oc2ccc(NC(=O)Cc3cn(C)c4ccccc34)cc2C1=O -6 -39
C[C@@H]1CN([C@H](C)CO)C(=O)c2cc(NC(=O)Cc3cn(C)c4ccccc34)ccc2O[C@H]1CN(C)S(=O)(=O)c1cn(C)cn1 -13 .
CC(C)NC(=O)Nc1ccc2c(c1)C(=O)N([C@H](C)CO)C[C@@H](C)[C@@H](CN(C)Cc1ccc(Cl)c(Cl)c1)O2 -10 -11
C[C@@H]1CCCCO[C@@H](CN(C)Cc2ccncc2)[C@@H](C)CN([C@H](C)CO)C(=O)c2cc(NC(=O)C3CCCCC3)ccc2O1 9 -1
COc1ccc(S(=O)(=O)N(C)C[C@H]2Oc3ccc(NS(=O)(=O)c4ccc(C)cc4)cc3C(=O)N([C@H](C)CO)C[C@@H]2C)cc1 3 1
C[C@@H]1CN([C@@H](C)CO)C(=O)c2cccc(NS(=O)(=O)c3cn(C)cn3)c2O[C@@H]1CN(C)Cc1ccc2c(c1)OCO2 0 9
C[C@H]1CN([C@@H](C)CO)C(=O)c2cccc(NS(=O)(=O)c3ccc(F)cc3)c2O[C@H]1CN(C)Cc1ccc(Oc2ccccc2)cc1 28 -32
C[C@@H]1CN([C@H](C)CO)C(=O)c2cccc(NC(=O)Nc3ccccc3)c2O[C@@H]1CN(C)C(=O)Nc1ccc(C(F)(F)F)cc1 -30 -24
CC(C)NC(=O)Nc1ccc2c(c1)CC(=O)N([C@H](C)CO)C[C@@H](C)[C@H](CN(C)Cc1ccc(Oc3ccccc3)cc1)O2 37 3
C[C@H]1CN([C@@H](C)CO)C(=O)c2cc(NC(=O)Cn3cnnn3)ccc2O[C@@H]1CN(C)Cc1ccc(Cl)c(Cl)c1 2 -12
Cc1noc(C)c1NC(=O)Nc1ccc2c(c1)CC(=O)N([C@H](C)CO)C[C@@H](C)[C@@H](CN(C)S(=O)(=O)c1ccc(Cl)cc1)O2 -4 3
COc1ccc(S(=O)(=O)Nc2ccc3c(c2)CC(=O)N([C@H](C)CO)C[C@@H](C)[C@@H](CN(C)C(=O)Nc2cccc4ccccc24)O3)cc1 -9 1
COc1ccc(S(=O)(=O)N(C)C[C@@H]2Oc3ccc(NC(=O)Cc4cn(C)c5ccccc45)cc3C(=O)N([C@H](C)CO)C[C@@H]2C)cc1 8 -8
COc1ccc(S(=O)(=O)Nc2ccc3c(c2)CC(=O)N([C@@H](C)CO)C[C@H](C)[C@@H](CN(C)C(=O)Nc2ccccc2)O3)cc1 -7 6
C[C@@H]1CN([C@H](C)CO)C(=O)c2cc(NS(=O)(=O)c3ccccc3)ccc2O[C@H]1CN(C)S(C)(=O)=O -11 -4
COc1ccc(CN(C)C[C@@H]2Oc3ccc(NC(=O)Nc4ccc(OC)cc4)cc3CC(=O)N([C@@H](C)CO)C[C@@H]2C)cc1 10 11
C[C@@H]1CN([C@@H](C)CO)C(=O)c2cc(NS(=O)(=O)c3cccs3)ccc2O[C@@H]1CN(C)Cc1ccc(-c2ccccc2)cc1 20 -18
C[C@H]1CN([C@@H](C)CO)C(=O)c2cccc(NC(=O)Nc3ccc4c(c3)OCO4)c2O[C@@H]1CN(C)S(C)(=O)=O -11 4
C[C@H]1CN([C@@H](C)CO)C(=O)c2cc(NC(=O)Nc3ccc(F)cc3)ccc2O[C@@H]1CN(C)C(=O)Nc1ccc(C(F)(F)F)cc1 -29 -14
CC(C)NC(=O)N(C)C[C@@H]1Oc2ccc(N(C)C)cc2C(=O)N([C@@H](C)CO)C[C@@H]1C 13 -6
O=C(CCCCCC(=O)Nc1ccccc1O)N/N=C/c1ccc(CO)o1 -4 13
C[C@H]1CN([C@@H](C)CO)C(=O)CCCn2cc(nn2)CO[C@H]1CN(C)Cc1ccc(Cl)c(Cl)c1 -2 .
Cc1noc(C)c1NC(=O)Nc1cccc2c1O[C@H](CN(C)Cc1ccc(C(F)(F)F)cc1)[C@@H](C)CN([C@H](C)CO)C2=O 53 -3
C[C@H](CO)N1C[C@H](C)[C@@H](CN(C)Cc2ccc(C(=O)O)cc2)Oc2ccc(NC(=O)CCC(F)(F)F)cc2C1=O -19 7

From PubChem BioAssay
